b-catenin transl = modulators of beta-catenin nuclear translocation; HeLa beta-catenin nuclear translocation, immunofluorescence imaging; nuclear translocation activity, % at 5 µM; hit rate 0.3% among 190,000; AID 1665;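 active = nuclear translocation activity above 50% at 5 µM, with a well cell count of 50 or more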;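 note: per-cell ratio of nuclear to cytoplasmic median beta-catenin stain intensity; plate controls were DMSO negative control for no effect and GSK-3 inhibitor IX positive control for full effect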
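Read-out: Nuclear/cytoplasmic beta-catenin signal ratio, % activation | Assay system: Human HeLa cell line | Times: 24 h compound exposure at 37°C, 5% CO2 | Signal: Fluorescence imaging of beta-catenin antibody stain plus DAPI | Dosing: 5 µM primary, 0.02–20 µM confirmation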
WT yeast gro inh = growth inhibition of WT yeast, mitochondrial fusion screen. mitochondrial fusion phenotypic screen, WT strain. inhibition, % at 10 µM. hit rate 2.1% among 190,000; in the data active = inhibition above about 58%; tested in S. cerevisiae
MT stabilize HCS = microtubule stabilization, imaging screen; hit rate 0.83% among 200,000; % tubulin-high responders, % at 10 µM; HeLa tubulin immunostaining HCS, 24 h; share of cells brighter than vehicle mean+2SD;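 active = plate Z-score above 3 for both tubulin-high and condensed-nucleus cell shares, with cell loss under 80%, at 10 µM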;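 note: anti alpha tubulin signal scored within the nucleus-defined area of each cell; some results filed as inactive read as strong as hits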
M17LAP inhibition = P. falciparum M17LAP inhibitors, primary screen, biochemical, fluorogenic H-Leu-NHMec substrate, 1536-well (AID 1619); recombinant M17LAP, H-Leu-NHMec fluorogenic kinetic assay; higher % means a stronger effect; inhibition, % at 30 µM; hits with a dose series show IC50 in µM; hit rate 0.38% among 220,000;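 active = compound inhibiting the enzyme by more than half at any dose during confirmatory dose-response retesting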;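 note: plate controls were full reaction with DMSO carrier for no effect and no enzyme background for full effect; strong numbers were not always called active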
Dynein transport = dynein cargo transport inhibition | hit rate 0.47% among 220,000 | 3617.4 mouse cells, GR-EGFP nuclear translocation imaging; test concentration mostly 20 µM; stimulated with dexamethasone, 1 µM; hits give low values | z-score, hits read low;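 active = plate z-score of nuclear minus cytoplasmic receptor signal below a set negative limit, without overly bright fluorescence or cell loss, cut at about -3.5 in these data, passing the limit was not always enough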;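 note: z-score of nuclear minus cytoplasmic ring GR-EGFP intensity difference per well; some compounds called inactive have numbers as strong as hits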
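Buffer or medium – tet-free medium with charcoal-stripped serum · Signal – automated 10x imaging of fixed Hoechst-stained cells · Also added – dexamethasone agonist, 1.0 µM final, for 30 min · Incubation – induction 48 h, compound 1 h, agonist 30 min · Read-out – GR-EGFP nuclear translocation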
T cell modulator = modulates CD8 T cell binding to vesicles; 2C CD8+ T cell-vesicle binding, flow cytometry; hits give low values; AID 2052; calls only at 7 µM; hit rate 0.068% among 330,000;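 active = response, share of CD8 T cells binding vesicles, and their 90th percentile fluorescence all below set limits, cut at about 80% in these data, passing the limit was not always enough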
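material = purified 2C TCR transgenic mouse naive CD8+ T cells | controls = Unloaded micro-vesicles (low), QL9 vesicles with 0.7% DMSO (high) | detection = cytometric PE anti-B7-1 and Alexa647 anti-CD8 signals after 1% paraformaldehyde fixation | incubation = binding step 1.5 h, 37 °C, antibody labelling 20 min, ice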
Autophagy HCS = alters autophagy in cells; calls only at 10 µM (by protocol); hit rate 0.98% among 190,000; MEF GFP-LC3 puncta imaging; test concentration mostly 10 µM;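 active = percentage of spot-positive cells more than 3 SD above its plate mean, without a fluorescence outlier flag or 80% toxicity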;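 note: spot-positive cell cutoff set from DMSO-treated cells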
P. falciparum M1AAP = malaria alanyl aminopeptidase activity blockers – biochemical, fluorogenic H-Leu-NHMec substrate, 1536-well (AID 1445); recombinant M1AAP, H-Leu-NHMec fluorogenic kinetic assay; higher % means a stronger effect; one-dose inhibition, % at 30 µM; IC50 in µM for titrated hits; hit rate 0.42% among 220,000;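 active = primary inhibition above the hit cutoff, then over 50% inhibition at one or more dose response concentrations, cut at about 23% in these data, passing the limit was not always enough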;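 note: plate controls were DMSO full reaction for no effect and no enzyme background for full effect; strong numbers were not always called active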
Yfh1-off respiration = mitochondrial function rescue without frataxin homolog – Friedreich's ataxia, plus single-dose screen, dose response (AID 1465); S. cerevisiae Yfh1-off respiration, WST-1 reduction, 72 h; higher fold induction means a stronger effect; fold induction at 50 µM; hits with a dose series show EC50 in µM; hit rate 0.074% among 220,000;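 active = fold induction of absorbance versus untreated yeast above a set limit, then at least 30% activation at any dose in follow-up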;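 note: activators that raise dye reduction in frataxin-depleted yeast; strong numbers were not always called active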
WT yeast gro inh mutant strain = recorded beside WT yeast gro inh, whose call it bears; inhibition, %; mitochondrial fusion phenotypic screen, mutant strain inhibition
Dynein transport cytoplasmic EGFP = recorded beside Dynein transport, whose call it bears; z-score; measured here: cytoplasmic GR-EGFP intensity; hits give high values
Dynein transport nuclear GR-EGFP = further read-out of Dynein transport, marked with its call; z-score; measured here: nuclear GR-EGFP intensity;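 lower value marks the stronger effect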
Dynein transport cell count = recorded beside Dynein transport, whose call it bears; z-score; measured here: cell count per field
b-catenin transl cell count 5 µM = further read-out of b-catenin transl, marked with its call; cell count; measured here: cell count, cytotoxicity flag
T cell modulator vesicle-bound % = recorded beside T cell modulator, whose call it bears; double positive events, %; measured here: CD8+ vesicle-bound cell fraction;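 binding gate set so that unloaded-vesicle control wells show 10% double positive cells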
MT stabilize HCS Hoechst-high % = recorded beside MT stabilize HCS, whose call it bears; % Hoechst-high responders; measured here: nuclear condensation Hoechst responders;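 share of cells brighter than vehicle mean plus two SD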
MT stabilize HCS cytotoxicity % = further read-out of MT stabilize HCS, marked with its call; toxicity, %; measured here: cytotoxicity by cell density;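 0% = mean cell density of plate MIN control wells and 100% = no cells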
Autophagy HCS cell loss 18 h = second read-out of Autophagy HCS, no call of its own (marks repeat the call); toxicity, %; measured here: cell loss, nuclei count;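 cell loss after 18 h compound exposure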
* = called active by the depositor; i = inactive; . = no result given. Some of the compounds tested, so the mix of outcomes need not match the whole.

The first 3 records, to show the layout:
SMILES | b-catenin transl | b-catenin transl cell count 5 µM | WT yeast gro inh | WT yeast gro inh mutant strain | MT stabilize HCS | MT stabilize HCS Hoechst-high % | MT stabilize HCS cytotoxicity % | M17LAP inhibition | Dynein transport | Dynein transport cytoplasmic EGFP | Dynein transport nuclear GR-EGFP | Dynein transport cell count | T cell modulator | T cell modulator vesicle-bound % | Autophagy HCS | Autophagy HCS cell loss 18 h | P. falciparum M1AAP | Yfh1-off respiration
O=C(O)CC1OCC=C2CN3CCC45C6=CC(=O)C(=O)C([N+](=O)[O-])=C6NC4C1C2CC35 (stereo not given) | -3.7 | 1196 | . | . | . | . | . | 8% | 0.4 | -0.23 | -0.016 | 0.25 | i | 16 | . | . | -3% | i
CCOc1ccc(CN(CCCl)CCCl)cc1C(=O)OC | -0.2 | 1259 | -5 | -14 | 3.1 | 1.9 | 2.3 | 12% | -1.1 | -0.24 | -0.87 | 1 | i | 47 | i | -2 | 0% | i
CCOc1ccc(NC(=O)c2ccc(NC(=O)COC(=O)Cc3ccccc3)cc2)cc1 | 0.4 | 913 | 8 | -1 | 2.6 | 1.9 | 3.4 | -6% | 0.64 | -0.21 | 0.49 | -0.037 | i | 59 | i | 25 | -9% | i

The listing, previewed entries included:
SMILES | b-catenin transl | b-catenin transl cell count 5 µM | WT yeast gro inh | WT yeast gro inh mutant strain | MT stabilize HCS | MT stabilize HCS Hoechst-high % | MT stabilize HCS cytotoxicity % | M17LAP inhibition | Dynein transport | Dynein transport cytoplasmic EGFP | Dynein transport nuclear GR-EGFP | Dynein transport cell count | T cell modulator | T cell modulator vesicle-bound % | Autophagy HCS | Autophagy HCS cell loss 18 h | P. falciparum M1AAP | Yfh1-off respiration
O=C(O)CC1OCC=C2CN3CCC45C6=CC(=O)C(=O)C([N+](=O)[O-])=C6NC4C1C2CC35 (stereo not given) | -3.7 | 1196 | . | . | . | . | . | 8% | 0.4 | -0.23 | -0.016 | 0.25 | i | 16 | . | . | -3% | i
CCOc1ccc(CN(CCCl)CCCl)cc1C(=O)OC | -0.2 | 1259 | -5 | -14 | 3.1 | 1.9 | 2.3 | 12% | -1.1 | -0.24 | -0.87 | 1 | i | 47 | i | -2 | 0% | i
CCOc1ccc(NC(=O)c2ccc(NC(=O)COC(=O)Cc3ccccc3)cc2)cc1 | 0.4 | 913 | 8 | -1 | 2.6 | 1.9 | 3.4 | -6% | 0.64 | -0.21 | 0.49 | -0.037 | i | 59 | i | 25 | -9% | i
Cc1cc(C)cc(N2C(=O)NC(=O)/C(=C\c3cc(C)n(C)c3C)C2=O)c1 | 0.4 | 1535 | -3 | 3 | 2.1 | 1.8 | 7.7 | 6% | -0.69 | 0.46 | 0.042 | 0.72 | i | 50 | i | 19 | 4% | i
Cc1cc(C)n2c(Br)c(CN3CC4CC(C3)c3cccc(=O)n3C4)nc2n1 (stereo not given) | -0.9 | 532 | 15 | 7 | 2.6 | 2.9 | 6.7 | 1% | -0.86 | -0.24 | 0.23 | 0.59 | i | 39 | i | 14 | 0% | i
COc1ccc(N/N=C/c2c(O)n(-c3cccc(C)c3)c(=O)[nH]c2=O)cc1 | 1.2 | 951 | 57 | 33 | 1.1 | 1.4 | 6.8 | . | -0.59 | -0.29 | 0.083 | 0.92 | i | 18 | i | 24 | . | i
CCN1C(=O)/C(=C\c2ccc([N+](=O)[O-])s2)C(=O)NC1=S | -4.0 | 615 | 35 | 34 | 1.2 | 1.5 | 13 | 32% | -4.7* | 1.5* | -2.3* | -0.065* | . | . | i | 4 | 23% | i
Cc1oc(-c2ccc(F)cc2F)nc1CN1C[C@@H]2C[C@@H](C1)c1cccc(=O)n1C2 | -0.3 | 1080 | 1 | 1 | 2.0 | 2.2 | 2.6 | 0% | -0.67 | -0.27 | -0.5 | 1.2 | i | 61 | i | 25 | 1% | i
CN(C)P1(N(C)C)=NC(C(F)(F)F)=NC(C(F)(F)F)=N1 | -5.6 | 1104 | -18 | -1 | 3.9 | 2.4 | 4.8 | 2% | -1.1 | -0.29 | 0.047 | 0.65 | i | 40 | i | -5 | 4% | i
COc1cccc(N2C(=O)NC(=O)C3(Cc4cc(C)ccc4N(C)C3)C2=O)c1 (stereo not given) | 0.9 | 1134 | -1 | 17 | 3.3 | 1.0 | 4.0 | 10% | 0.92 | -0.22 | 0.44 | -0.5 | i | 32 | i | -3 | 2% | i
COc1cc(OC)c(OC)cc1CNCCc1ccc(OC)c(OC)c1 | . | . | 5 | 10 | 4.5 | 2.1 | 10 | -3% | -0.17 | -0.088 | 0.13 | -0.21 | i | 24 | i | -8 | -1% | i
Cn1cc(C(=O)c2ccccc2)c2ccccc21 | -6.5 | 1054 | 0 | 6 | 5.7 | 3.6 | 5.6 | 11% | -0.32 | -0.2 | -0.08 | 0.13 | i | 20 | i | 2 | 7% | i
O=C(/C=C/c1ccccc1)NCCc1cnc[nH]1 | 2.3 | 1113 | -10 | -8 | 7.0 | 1.0 | 9.8 | -1% | -0.57 | -0.23 | -0.33 | 0.69 | i | 11 | i | -7 | 17% | i
CCN(CC)C(=O)c1ccc(NC(=O)Nc2ccccc2F)cc1 | -0.8 | 1155 | 79 | 79 | 4.5 | 3.6 | 4.1 | 3% | -0.1 | 0.44 | 0.59 | 0.46 | i | 53 | i | 11 | 1% | i
c1nc2nc3c(c(N4CCNCC4)n2n1)CCCC3 | 0.4 | 1258 | . | . | . | . | . | 7% | -1.3 | 1.1 | 0.24 | 0.093 | i | 27 | . | . | 6% | i
CCC(=NCCN1CCOCC1)c1c(O)n(-c2ccccc2C)c(=O)[nH]c1=O | -4.6 | 995 | 5 | 3 | 3.9 | 3.8 | 9.1 | 2% | 2 | -0.044 | 1.6 | -2.2 | i | 25 | i | -9 | 3% | i
CC1CC2(O)c3nonc3CCC2N1O (stereo not given) | -4.5 | 1098 | 2 | -23 | 1.7 | 2.3 | 4.6 | -7% | -1 | -0.2 | -0.32 | 0.62 | i | 9 | i | -18 | 6% | i
O=c1[nH]c(=O)n(-c2ccc(Br)cc2)c(O)c1C=NC(CO)(CO)CO | -0.1 | 1274 | . | . | . | . | . | -1% | -0.053 | -0.29 | 0.41 | 0.75 | i | 16 | . | . | 0% | i
CC(C)CCn1c(N)c(C(=O)NCc2cccs2)c2nc3ccccc3nc21 | -0.4 | 1442 | 39 | 29 | 3.8 | 1.1 | 6.5 | 13% | 3.6 | -0.31 | 1.7 | -0.76 | i | 19 | i | -7 | 1% | i
CCCOP(=O)(OCCC)C(NC(=O)c1cc(OC)c(OC)c(OC)c1)c1ccccc1 (stereo not given) | -1.1 | 1025 | -6 | 5 | 2.6 | 1.6 | 6.1 | 2% | -0.65 | -0.19 | -0.33 | -0.071 | i | 34 | i | -12 | 7% | i
Cn1c(=O)cc(OCC(=O)N2CCC3(CC2)OCCO3)c2ccccc21 | -1.0 | 1106 | 5 | 10 | 4.0 | 2.0 | 8.6 | 3% | 0.41 | -0.15 | 0.5 | 0.12 | i | 33 | i | -10 | 0% | i
O=C(NC1CCCCC1)Oc1cc2oc(=O)sc2cc1Cl | 1.9 | 1299 | . | . | . | . | . | 4% | -0.24 | -0.16 | 0.32 | -0.55 | i | 15 | . | . | 1% | i
O=C1c2ccccc2C(=O)N1Cc1nc2ccccc2c(=O)n1-c1ccc(Br)cn1 | -3.2 | 1095 | -2 | -2 | 1.5 | 2.8 | 9.3 | -8% | -0.72 | 0.97 | -0.26 | 0.8 | i | 46 | i | -14 | -3% | i
CC(=NCc1cccnc1)c1c(O)n(-c2ccccc2)c(=O)[nH]c1=O | 2.6 | 1394 | 15 | -4 | 2.9 | 2.2 | 4.6 | 3% | -0.95 | -0.46 | -0.28 | 0.84 | i | 29 | i | 3 | 0% | i
COc1ccc(OP(=O)(Nc2ccccc2)Nc2ccccc2)cc1 | -4.4 | 1191 | 5 | 9 | 1.1 | 1.0 | 4.7 | 17% | -0.72 | -0.25 | -0.058 | 0.53 | i | 55 | i | -8 | 5% | i
CC(C)(C)c1ccc(C(=O)C2CCCN(Cc3ccon3)C2)cc1 (stereo not given) | 1.3 | 1155 | 13 | 34 | 0.7 | 0.8 | 0.6 | 1% | -0.26 | -0.25 | 0.027 | 0.36 | i | 51 | i | 15 | 2% | i
CCCCOP(=O)(OCCCC)/C(C#N)=C(/C)O | . | . | -13 | 4 | 1.7 | 1.3 | 4.9 | -12% | 0.8 | 0.2 | 0.96 | -1 | i | 59 | i | -2 | 11% | i
NC(=O)OCCSc1nnc(-c2cccc(C(N)=S)c2)o1 | 1.0 | 991 | 3 | 0 | 2.3 | 1.8 | 4.7 | 23% | 0.034 | -0.25 | -0.66 | -0.4 | i | 39 | i | -4 | -1% | i
CCCCn1c(O)c(C(CC)=NCc2ccc3c(c2)OCO3)c(=O)[nH]c1=O | -4.1 | 1175 | 7 | 26 | 6.0 | 1.7 | 0.5 | 6% | 1 | -0.29 | 0.7 | -0.41 | i | 46 | i | 4 | 7% | i
CCC(=O)N1CCN(CCN=Cc2c(O)n(C)c(=O)n(C)c2=O)CC1 | 1.3 | 1143 | -7 | 14 | 3.5 | 1.8 | 4.7 | 6% | -0.084 | -0.33 | 0.4 | 0.043 | i | 17 | i | -42 | 12% | i

Screening data from PubChem BioAssay.
